Compound activity deposited in PubChem by several laboratories.
Yeast superoxide – reduction of superoxide in aged yeast, primary screen, HTS; actives 0.18% (n = 330,000); AID 2690, 2010; superoxide response (% of plate mean), % at 10 µM; S. cerevisiae aged cells, superoxide DHE fluorescence; hits give low values;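 active = superoxide response under a set limit, about three screen SD below normal, cut at about 65% in these data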;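 also: yeast aged for seven days with compound at 30 °C before DHE staining; 100% = average MFI of all compound-treated wells on the plate with controls excluded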
MCL1 BIM primary – inhibitors of MCL1 binding to BIM-BH3, primary screen, biochemical, fluorescence polarization; Induced myeloid leukemia cell differentiation protein Mcl-1 (Homo sapiens), Q07820; GST-MCL1 / FITC-Bim-BH3 fluorescence polarization; inhibition, % at 10.9 µM; actives 0.68% (n = 320,000); AID 2057, 2009;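 active = inhibition above the mean inhibition of all tested compounds plus 3 SD, set per campaign, cut at about 40% in these data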;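 also: 0% = DMSO wells and 100% = unlabeled Bim-BH3 peptide control; higher means more loss of mP so more displacement of Bim peptide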
GRK2 inh – compounds blocking aptamer binding on GRK2 – biochemical, human GRK2, bead flow cytometry, HTS, primary screen; actives 0.59% (n = 330,000); inhibition of aptamer binding, % at 10 µM; Beta-adrenergic receptor kinase 1 (Homo sapiens), P25098; FAM-aptamer displacement from GRK2;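 active = inhibition of aptamer binding above 40%, roughly 3 SD of noise, on plates passing a quality check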;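 also: median bead fluorescence of bound FAM aptamer so fluorescent compounds give negative values; no value below 0 was filed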
GLD-1 TGE inh – GLD-1/TGE RNA complex disruptors, primary screen, biochemical, fluorescence polarization; purified GLD-1 + fluorescein TGE RNA; inhibition, % at 5.96 µM; actives 0.44% (n = 320,000); AID 2280, 2010;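 active = percent inhibition above a per-plate cutoff, the plate mean of test compounds plus 3 SD, cut at about 30% in these data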;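 also: 0% = DMSO wells with GLD-1 and probe and 100% = wells lacking GLD-1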
Target sequence (Q17339 whole entry, looked up): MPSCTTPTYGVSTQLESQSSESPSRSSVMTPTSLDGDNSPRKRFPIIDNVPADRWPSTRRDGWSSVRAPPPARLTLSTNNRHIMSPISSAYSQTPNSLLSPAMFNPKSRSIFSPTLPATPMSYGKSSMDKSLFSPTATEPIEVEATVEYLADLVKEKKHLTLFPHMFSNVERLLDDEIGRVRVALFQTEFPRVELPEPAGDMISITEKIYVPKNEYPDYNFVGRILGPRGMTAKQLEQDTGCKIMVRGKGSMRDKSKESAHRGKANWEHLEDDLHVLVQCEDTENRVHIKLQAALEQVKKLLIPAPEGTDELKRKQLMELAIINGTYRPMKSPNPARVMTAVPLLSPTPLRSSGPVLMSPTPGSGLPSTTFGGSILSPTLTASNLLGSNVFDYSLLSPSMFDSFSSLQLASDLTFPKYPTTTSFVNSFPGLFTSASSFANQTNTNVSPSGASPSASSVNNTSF
VLA-4 inh – inhibition in human VLA-4 binding assay, primary screen, VLA-4 allosteric modulator project, MLPCN library, flow cytometry, VLA-4 expressing cells; ligand binding flow cytometry; Integrin alpha-4 (Homo sapiens), P13612; actives 0.2% (n = 330,000); inhibition, % (about 7 µM as worked out from the volumes in the protocol); in the data active = inhibition above about 50%
CIT2-GFP yeast – modulators of CIT2-GFP expression in yeast, primary screen, S. cerevisiae, GFP fusion, multiplex flow cytometry, MLPCN library. S. cerevisiae CIT2-GFP strain, 3 h; 100 means same as DMSO wells. GFP response vs DMSO, % at 10 µM. actives 0.065% (n = 320,000). AID 2029, 2009;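 active = GFP response relative to DMSO above a set limit, near the screen mean plus 3 SD, cut at about 150% in these data; inconclusive = Fewer than 70 cells measured for a yeast strain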;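 also: ratio of well median GFP fluorescence to mean of DMSO wells on the plate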
MEX-5 binding – MEX-5 zinc finger RNA-binding disruptors – biochemical, C. elegans, fluorescence polarization, MLPCN library, primary screen. actives 0.38% (n = 300,000). MEX-5/FITC-TCR2 RNA binding; hits give low values. activity score (negative = inhibition of binding), % at 10 µM;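 active = inhibition past about -25% in most replicates, and total fluorescence under double the plate's negative control median, limit read from the data; inconclusive = replicates evenly split on the limit, or fluorescence at least double controls; inactive = too little inhibition in most replicates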;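 also: 0% = DMSO and -100% = 5 µM competing unlabeled TCR2 RNA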
Target sequence (Q9XUB2 whole entry, looked up): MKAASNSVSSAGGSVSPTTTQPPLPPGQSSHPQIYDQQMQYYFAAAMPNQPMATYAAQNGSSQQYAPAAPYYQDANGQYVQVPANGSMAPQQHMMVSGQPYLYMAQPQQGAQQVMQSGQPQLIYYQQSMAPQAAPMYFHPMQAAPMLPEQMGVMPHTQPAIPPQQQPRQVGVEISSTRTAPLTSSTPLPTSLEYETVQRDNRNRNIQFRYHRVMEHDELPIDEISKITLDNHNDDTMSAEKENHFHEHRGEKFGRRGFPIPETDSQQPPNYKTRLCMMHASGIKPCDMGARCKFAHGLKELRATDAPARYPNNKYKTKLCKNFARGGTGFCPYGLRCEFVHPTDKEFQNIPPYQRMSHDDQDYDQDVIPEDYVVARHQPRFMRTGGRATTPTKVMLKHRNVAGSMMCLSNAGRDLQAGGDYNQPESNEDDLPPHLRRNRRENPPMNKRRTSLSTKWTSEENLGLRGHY
BCLXL inh – inhibitors of human Bcl-xL, primary screen, biochemical, fluorescence polarization, HTS; Bcl-2-like protein 1 (Homo sapiens), Q07817; GST-Bcl-xL / FITC-Bim BH3 peptide fluorescence polarization; inhibition, % at 10.9 µM; actives 0.7% (n = 320,000); AID 2129, 2009;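 active = inhibition above the mean of all tested compounds plus 3 SD, cutoff set per campaign, cut at about 30% in these data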;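 also: 0% = DMSO wells and 100% = unlabeled Bim-BH3 peptide competitor; inhibitors lower millipolarization by displacing the labeled peptide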
AGP1 TOR yeast – modulators of AGP1-GFP expression in yeast TOR pathway, primary screen, cell-based, multiplex flow cytometry, S. cerevisiae, MLPCN library | 3 h; GFP as percent of DMSO wells | GFP response vs DMSO, % at 10 µM | actives 0.02% (n = 320,000) | AID 2066, 2009;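 active = GFP response relative to DMSO above a set limit, near screen average plus 3 SD, cut at about 150% in these data; inconclusive = fewer than 70 cells counted for the yeast strain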;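 also: median GFP channel fluorescence of the gated AGP1 strain per well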
Starred values were filed as active, the others as inactive; ? = inconclusive; nt = no result given; [ ] = remark or other dose.

Each structure is followed by: Yeast superoxide | MCL1 BIM primary | GRK2 inh | GLD-1 TGE inh | VLA-4 inh | CIT2-GFP yeast | MEX-5 binding | BCLXL inh | AGP1 TOR yeast
O=C(/C=C/c1ccccc1)N1CCN(Cc2nc3ccccc3c(=O)[nH]2)CC1
  85.2 | 1.2 | 1.0 | 2.6 | 23.6 | 90.6 | 0.1 | 0.6 | 92.3
CC(C)N(C(=O)[C@H]1CC(CC(=O)NCCCN(C)C)C(=O)N2CCc3c([nH]c4ccccc34)[C@]12C)C(C)C (some centres undefined)
  101.9 | nt | 0.0 | 0.8 | -3.5 | 93.8 | nt | nt | 98.4
Cc1ccc(-c2csc(SCC(=O)Nc3cc(C)on3)n2)cc1
  102.4 | -3.2 | 0.0 | -1.8 | -1.3 | 101.4 | -1.3 | 3.3 | 100.7
CCS(=O)(=O)c1ccc(-c2cccc(NC(=O)COc3ccc(Cl)cc3)c2)nn1
  99.1 | -4.6 | 0.0 | -3.9 | 8.5 | 93.3 | -1.1 | -2.7 | 103.7
O=S(=O)(Nc1ccc2ccccc2n1)c1ccccc1
  113.4 | 3.7 | 1.0 | 0.0 | 2.9 | 135.0 | -1.5 | -1.4 | 112.0
Cc1ccc2cc(CN(Cc3ccco3)C(=S)NCC3CCCO3)c(=O)[nH]c2c1 (centres undefined)
  90.0 | 5.4 | 0.0 | 7.3 | 7.7 | 87.0 | 3.4 | 3.8 | 99.7
O=S(=O)(Nc1nc2ccccc2nc1Cl)c1ccc(F)cc1
  107.9 | -0.8 | 0.0 | -1.5 | -2.9 | 99.7 | -1.1 | 3.0 | 104.2
N#CCC(=O)Nc1ccc(C(=O)OCC(=O)N=c2sccn2Cc2ccccc2Cl)cc1
  108.3 | -9.7 | 0.0 | -19.2 | -3.1 | 88.5 | -6.6 | -6.2 | 95.4
O=C(NCCCN1CCN(c2ccc(F)cc2)CC1)NC12CC3CC(CC(C3)C1)C2
  100.0 | 3.0 | 0.0 | 7.4 | 9.2 | 96.8 | 3.0 | 4.2 | 96.1
CN=C(Nc1cc(C)nn1CCC#N)c1ccccc1
  94.3 | -6.3 | 0.0 | 1.0 | 28.3 | 89.5 | 0.7 | 1.2 | 95.6
COc1ccc(NC(=O)C2CCN(c3nnnn3-c3ccccc3)CC2)cc1
  82.3 | -0.6 | 0.0 | -3.1 | 5.5 | 107.0 | 2.6 | 0.0 | 98.5
Cc1ccc(OCC(=O)Nc2ccc(N3CCOCC3)cc2)cc1
  91.4 | 1.7 | 0.0 | 5.6 | 0.0 | 113.1 | 2.8 | -0.1 | 84.6
COC(=O)c1c(C)[nH]c(C(=O)C(C)OC(=O)C2CC(=O)N(CCc3ccccc3)C2)c1C (centres undefined)
  99.2 | -2.5 | 0.0 | -2.7 | 1.1 | 116.4 | nt | 1.9 | 116.7
CCOc1ccc(CN2CCNC(=O)C2CC(=O)NCCN2CCOC2=O)cc1 (centres undefined)
  102.0 | 2.7 | 0.0 | 5.8 | 10.3 | 98.3 | -9.1 | 9.1 | 102.0
COc1cccc(CC(=O)OCC(=O)N(C)CC(=O)Nc2ccc(Cl)c(C(F)(F)F)c2)c1
  99.1 | -8.3 | 4.0 | 6.9 | -1.6 | 90.6 | 1.7 | -3.5 | 101.4
COc1ccc(OC)c(N(C)S(=O)(=O)c2cc3c(cc2C)NC(=O)CO3)c1
  110.2 | 3.1 | 0.0 | -1.3 | 3.2 | 107.6 | 1.5 | 5.1 | 106.8
COC(=O)CN1C(=O)C(O)=C(C(C)=O)C1c1ccc([N+](=O)[O-])cc1 (centres undefined)
  99.7 | 6.3 | 3.0 | 1.6 | -4.1 | 95.1 | -1.0 | 1.4 | 97.9
Cc1nn(C)c(Oc2ccccc2)c1CCNC(=O)CC(C)C
  91.4 | 4.1 | 4.0 | 4.5 | -4.9 | 108.6 | -0.7 | 6.3 | 107.7
O=C(c1cc2ccccc2oc1=O)N(Cc1cccs1)CC1CCCO1 (centres undefined)
  88.4 | 2.8 | 0.0 | 2.8 | 2.6 | 99.2 | -1.5 | 2.8 | 100.0
O=C(COC(=O)[C@H](Cc1c[nH]c2ccccc12)NC(=O)c1ccc(Cl)cc1)Nc1ccc2c(c1)OCO2
  107.8 | 5.9 | 0.0 | 10.4 | 6.9 | 96.8 | 1.2 | 6.7 | 102.9
Oc1ccc(C=Nc2ccc3ncccc3c2)c(O)c1
  107.3 | 11.3 | 4.0 | 2.2 | 3.2 | 92.0 | -0.8 | 7.3 | 98.7
Cc1ccc(OCCC(=O)Nc2ccc(C)c(S(=O)(=O)N3CCOCC3)c2)cc1
  88.7 | -0.7 | 3.0 | 5.8 | 11.2 | 99.5 | nt | 4.4 | 100.0
CC(C)NC(=O)NC(=O)COC(=O)c1cccc(S(=O)(=O)N2CCCCC2)c1
  120.7 | -1.6 | 7.0 | -0.8 | 2.3 | 104.4 | -4.2 | 1.6 | 99.5
CC(=O)NCCOc1ccc2oc3ccccc3c2c1
  91.1 | 0.5 | 1.0 | 0.6 | 4.3 | 87.2 | 0.9 | 6.2 | 102.3
Nc1cccc2c1C(=O)N(C(=O)/C=C/c1ccc(F)cc1)C2=O
  96.0 | 12.4 | 1.0 | 13.2 | 9.5 | ? | -1.4 | 8.2 | 19.3[may fluoresce violet]
O=C(COC(=O)c1cc(-c2ccccc2)nc2ccccc12)NC1CC1
  154.2 | nt | 0.0 | 7.8 | 8.5 | 94.7 | nt | nt | 94.6
COc1ccc(NC2c3ncccc3C(=O)N2Cc2ccccc2)c(OC)c1 (centres undefined)
  110.6 | 30.7 | 3.0 | 9.9 | 5.0 | 94.1 | 0.0 | 11.0 | 98.8
Cc1nc(SCC(=O)N(C)C2CCS(=O)(=O)C2)c(C#N)c(C)c1C (centres undefined)
  95.4 | -1.5 | 0.0 | 3.1 | 6.3 | 101.7 | nt | -3.8 | 102.4
O=C(Nc1csc(Cc2c(Cl)cccc2Cl)n1)NN1CCOCC1
  104.3 | 3.8 | 0.0 | -1.7 | 1.2 | 102.6 | 0.4 | 6.4 | 96.9
CCOc1ccccc1C(=O)N(C)Cc1cc2ccccc2[nH]c1=O
  90.4 | 0.7 | 2.0 | -2.7 | 15.6 | 114.2 | -0.2 | 5.0 | 112.0

Of the compounds above, these have an aryl thioether with sulfur outside any ring.
Each structure is followed by: Yeast superoxide | MCL1 BIM primary | GRK2 inh | GLD-1 TGE inh | VLA-4 inh | CIT2-GFP yeast | MEX-5 binding | BCLXL inh | AGP1 TOR yeast
Cc1ccc(-c2csc(SCC(=O)Nc3cc(C)on3)n2)cc1
  102.4 | -3.2 | 0.0 | -1.8 | -1.3 | 101.4 | -1.3 | 3.3 | 100.7
Cc1nc(SCC(=O)N(C)C2CCS(=O)(=O)C2)c(C#N)c(C)c1C (centres undefined)
  95.4 | -1.5 | 0.0 | 3.1 | 6.3 | 101.7 | nt | -3.8 | 102.4

Carrying on:
Each structure is followed by: Yeast superoxide | MCL1 BIM primary | GRK2 inh | GLD-1 TGE inh | VLA-4 inh | CIT2-GFP yeast | MEX-5 binding | BCLXL inh | AGP1 TOR yeast
O=C(NCc1cccc(Cl)c1)c1ccc(-c2csnn2)cc1
  90.7 | 0.9 | 0.0 | -2.1 | -5.8 | 92.5 | -1.5 | 2.7 | 97.2
CC(C)(C)c1cc(C(F)(F)F)n2ncc(-c3ccccc3)c2n1
  113.6 | -9.0 | 3.0 | -6.8 | 4.4 | 87.2 | -0.1 | -6.1 | 85.8
COCCn1c(=NC(=O)c2sc3ccccc3c2Cl)sc2cc(S(N)(=O)=O)ccc21
  82.0 | 3.4 | 2.0 | 5.1 | -14.5 | 109.3 | 0.0 | 0.5 | 106.0
Cc1ccc(-c2csc(NC(=O)CCNC(=O)c3ccc(Cl)cc3)n2)cc1
  99.3 | -3.0 | 6.0 | -6.7 | 1.7 | 98.7 | -0.6 | -9.3 | 96.5
COC(=O)C1=C(COc2ccccc2)NC(=O)NC1c1ccc2ccccc2c1 (centres undefined)
  104.1 | -1.4 | 0.0 | 3.4 | 18.0 | 98.2 | 3.0 | 1.1 | 94.3
Cc1ccc(-c2noc(CCC(=O)Nc3cccc(C#N)c3)n2)cc1
  85.8 | -0.3 | 3.0 | 2.1 | 20.2 | 98.0 | 0.8 | 5.8 | 98.4
O=C(c1ccc(Cl)cc1)N1CCOc2ccccc21
  95.2 | nt | 0.0 | nt | 6.5 | 94.8 | 2.7 | nt | 93.4
CS(=O)(=O)N(Cc1ccccc1Cl)c1ccc(C(=O)N2CCCC2)cc1
  97.3 | 8.8 | 0.0 | 3.9 | 15.1 | 104.7 | 3.1 | 3.7 | 92.5
CN1c2ccccc2Oc2nnc(N3CCN(Cc4ccccc4)CC3)cc21
  98.7 | 3.7 | 4.0 | 4.9 | 4.9 | 83.4 | -1.0 | 9.5 | 96.3
OCCN(CCO)c1ccc(C(c2ccccc2Cl)c2ccc(N(CCO)CCO)cc2Cl)c(Cl)c1
  101.9 | 23.7 | 0.0 | 14.7 | 13.3 | 100.3 | -0.3 | 13.1 | 104.3
C=CCn1c(O)c(N=Nc2ccccc2C)c2ccccc21
  108.9 | 3.5 | 0.0 | 5.5 | -13.3 | 112.2 | -6.0 | 6.3 | 104.8
O=C(CNS(=O)(=O)c1ccc(Cl)cc1)N1CCN(c2ccc(F)cc2)CC1
  101.1 | nt | 0.0 | 0.3 | 9.6 | 103.0 | nt | nt | 100.0
Cc1ccc(S(=O)(=O)CC(=O)Nc2ccc3nc(C)sc3c2)cc1
  91.5 | 0.1 | 2.0 | 7.8 | 9.1 | 101.2 | -0.2 | -3.7 | 106.1
Clc1ccc(CSc2nnc(Cn3cnc4ccccc43)o2)cc1
  116.5 | -2.5 | 0.0 | 12.4 | 0.8 | 97.7 | 1.1 | -1.8 | 101.3
Cc1ccc(NC(=O)CSc2nnc(NC(=O)C3CC3)s2)cc1
  103.3 | 3.9 | 5.0 | 4.7 | 8.5 | 95.3 | -1.7 | -2.9 | 101.4
CC(C)CC(=O)N1CCN(Cc2cccc(F)c2)CC1
  86.5 | 1.2 | 0.0 | -0.5 | 3.7 | 110.1 | 2.2 | 2.4 | 104.7
Cc1ccc(/C=C2\SC(=S)N(/N=C/c3cc([N+](=O)[O-])ccc3O)C2=O)o1
  87.6 | 66.0* | 15.0 | 4.4 | -6.9 | 95.4 | 0.0 | 26.9 | 99.3
Cc1cccc(NC(=S)N2CCN(C(=O)C3CCCO3)CC2)c1 (centres undefined)
  94.9 | -2.8 | 3.0 | -1.0 | 8.7 | 99.8 | 0.0 | 2.5 | 100.9
